Assay outcomes from PubChem.
LRH-1 inv ag: NR5A2 inverse agonism in reporter assay. inhibition, % at 3.6 µM. 360,000 tested, 0.13% active. HEK293T StAR-luciferase reporter, LRH-1 transfected, 24 h;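 active means inhibition above the mean inhibition of all tested compounds plus 3 SD, cut at about 73% in these data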;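 further: 0% = DMSO wells and 100% = reporter-only cells lacking LRH-1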
TWEAK Fn14 block: inhibitors of TWEAK-Fn14 interaction signaling. 360,000 tested, 2% active. inhibition, % at 10 µM. AID 1159606. TWEAK-stimulated Fn14 reporter cells, luciferase luminescence, 8 h; in the data active means inhibition above about 50%
NR2F2 inh: blocks human COUP-TFII nuclear receptor; HEK293T NGFI-A luciferase reporter, luminescence; AID 686940; 370,000 tested, 0.7% active; inhibition, % at 8.6 µM;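 active means inhibition above a per-plate cutoff, mean inhibition of test wells between control levels plus 3 SD, cut at about 38% in these data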;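 further: cells cotransfected with COUP-TFII expression vector driving the NGFI-A reporter; 0% = median of COUP-TF2 test wells and 100% = reporter-only cells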
NCOA2 inhibitor: human SRC2 (NCOA2) inhibition; 370,000 tested, 0.17% active; AID 651957; Q15596; inhibition, % at 9 µM; HEK293 GAL4-SRC2 luciferase reporter, luminescence;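 active means inhibition above the mean inhibition of all tested compounds plus 3 SD, set per campaign, cut at about 52% in these data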;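 further: 0% = DMSO treated cells and 100% = cells given Gossypol at 36 µM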
SRC1 inh: inhibits human SRC1 coactivator. Q15788. HEK293 GAL4-SRC1 luciferase reporter, luminescence. inhibition, % at 3.6 µM. 360,000 tested, 0.12% active. AID 588354;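 active means inhibition above the campaign mean plus 3 SD, with each screening campaign given its own cutoff, cut at about 60% in these data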;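 further: 0% = DMSO treated cells and 100% = gossypol at 36 µM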
CF NFkB inh: blocks PAF-induced NF-kB reporter in cystic fibrosis cells | KKLEB NF-kB-GFP reporter, GFP fluorescence overnight | inhibition, % at 5 µM | 360,000 tested, 0.86% active;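 active means at least 50% inhibition at 5 µM, scaled per plate between neutral and stimulator controls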;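 further: PAF is a Pseudomonas aeruginosa culture filtrate used as stimulus; plate controls were PAF-stimulated DMSO wells for no effect and unstimulated DMSO wells for full effect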
EBV LMP1 NFkB: reduces LMP1-driven NF-kappaB luciferase signal; LMP1-induced NF-kappaB luciferase reporter cells, luminescence; inhibition, % at 12.5 µM; 350,000 tested, 0.69% active; AID 504558; in the data active means inhibition above about 41%;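 further: 0% = neutral control wells and 100% = reference inhibitor control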
NCOA3 inh: inhibitors of human steroid receptor coactivator 3 (SRC3) | HEK293 GAL4-SRC3 luciferase reporter, luminescence | AID 588352 | 360,000 tested, 0.17% active | Q9Y6Q9 | inhibition, % at 3.6 µM;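 active means inhibition above a per-campaign cutoff, the mean of all compounds plus 3 SD, cut at about 60% in these data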;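 further: 0% = DMSO-treated cells and 100% = gossypol-treated cells at 36 µM; higher means less SRC3-driven luciferase light from the GAL4 reporter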
Target sequence (Q9Y6Q9 whole entry, looked up, the tested form may be a part): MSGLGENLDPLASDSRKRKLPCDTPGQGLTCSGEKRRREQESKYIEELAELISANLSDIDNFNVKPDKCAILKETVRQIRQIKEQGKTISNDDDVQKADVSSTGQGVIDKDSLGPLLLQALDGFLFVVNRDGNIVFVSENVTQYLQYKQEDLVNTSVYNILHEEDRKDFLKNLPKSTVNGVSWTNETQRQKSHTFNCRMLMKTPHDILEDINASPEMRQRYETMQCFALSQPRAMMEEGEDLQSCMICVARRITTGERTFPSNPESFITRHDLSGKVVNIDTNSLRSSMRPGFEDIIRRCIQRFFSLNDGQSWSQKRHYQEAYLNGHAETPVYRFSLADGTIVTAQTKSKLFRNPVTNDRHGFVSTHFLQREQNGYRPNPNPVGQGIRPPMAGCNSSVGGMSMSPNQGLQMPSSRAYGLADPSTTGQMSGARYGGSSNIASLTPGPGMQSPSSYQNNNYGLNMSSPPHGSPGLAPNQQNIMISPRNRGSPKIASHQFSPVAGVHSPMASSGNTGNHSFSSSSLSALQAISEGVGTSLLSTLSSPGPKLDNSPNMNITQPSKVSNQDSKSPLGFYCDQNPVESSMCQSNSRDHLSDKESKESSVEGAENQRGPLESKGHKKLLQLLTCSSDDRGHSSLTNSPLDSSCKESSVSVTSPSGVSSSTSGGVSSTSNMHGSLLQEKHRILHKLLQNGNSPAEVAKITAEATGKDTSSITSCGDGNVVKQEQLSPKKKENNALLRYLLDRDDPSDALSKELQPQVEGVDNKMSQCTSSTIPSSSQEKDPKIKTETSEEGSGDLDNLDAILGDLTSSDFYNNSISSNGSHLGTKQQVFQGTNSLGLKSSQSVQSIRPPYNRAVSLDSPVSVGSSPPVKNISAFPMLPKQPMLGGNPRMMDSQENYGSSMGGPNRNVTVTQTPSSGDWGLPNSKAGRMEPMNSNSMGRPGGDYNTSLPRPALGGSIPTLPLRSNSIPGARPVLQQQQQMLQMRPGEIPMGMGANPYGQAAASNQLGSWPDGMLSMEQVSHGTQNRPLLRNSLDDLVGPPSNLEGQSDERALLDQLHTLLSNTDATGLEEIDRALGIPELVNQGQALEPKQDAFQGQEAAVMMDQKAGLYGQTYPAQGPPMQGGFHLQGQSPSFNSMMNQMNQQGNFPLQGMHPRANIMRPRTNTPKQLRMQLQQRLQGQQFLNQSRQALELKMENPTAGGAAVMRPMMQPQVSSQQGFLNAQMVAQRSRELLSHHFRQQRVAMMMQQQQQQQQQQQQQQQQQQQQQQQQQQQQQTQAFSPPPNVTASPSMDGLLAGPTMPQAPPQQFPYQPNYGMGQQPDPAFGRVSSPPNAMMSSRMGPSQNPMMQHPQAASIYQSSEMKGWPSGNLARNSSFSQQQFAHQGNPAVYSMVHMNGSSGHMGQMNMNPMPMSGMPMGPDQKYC
TROY signal inh: TROY signaling inhibition. Q293 LMP1-TROYcd NF-kB luciferase reporter, 4 h. inhibition, % at 10 µM. 360,000 tested, 0.98% active. AID 1347056;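 active means compounds whose plate-normalised and pattern-corrected inhibition of the luciferase reporter signal at the single screening dose is 50% or more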
KKLEB cytotox: reduces viability of KKLEB cystic fibrosis airway cells; AID 602141; 360,000 tested, 0.36% active; activity change (cytotoxicity), % at 5 µM; KKLEB CF airway cells viability, ATPlite luminescence, overnight; active compounds read low; cells stimulated with P. aeruginosa culture filtrate;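 active means corrected activity change at or below -50% at 5 µM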
TRAIL sens C8: sensitizes caspase-8 expressing cells to TRAIL; NB7+C8 cells + TRAIL, ATPlite viability luminescence; inhibition (viability loss, TRAIL sensitization), % at 10 µM; 360,000 tested, 1% active; AID 624354;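 active means compounds causing at least 50% loss of cell viability in the single-dose screen, relative to plate controls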
The depositor's hits bear a star; · = not tested or not shown.

SMILES	LRH-1 inv ag	TWEAK Fn14 block	NR2F2 inh	NCOA2 inhibitor	SRC1 inh	CF NFkB inh	EBV LMP1 NFkB	NCOA3 inh	TROY signal inh	KKLEB cytotox	TRAIL sens C8
Cc1ccc(S(=O)(=O)NCc2c(Cl)cccc2Oc2ccccc2)cc1	-6	-23	·	·	-36	-10	3	-9	1	9	-7
NC1=NC[C@H](Cc2ccccc2)N1CC1CCCCC1	-23	3	6	-25	7	-18	5	10	-4	6	-3
O=C(CCc1ccc(S(=O)(=O)NCc2ccccc2)cc1)NCc1cccnc1	-3	5	3	4	-6	10	1	0	6	-7	10
Cc1nc2ccccc2c2oc(C(=O)N3CCN(C(=O)c4ccco4)CC3)cc12	21	-17	7	-1	-5	7	4	8	1	-8	-14
Cc1nn2c(-c3ccccc3)c(-c3ccccc3)nc2[nH]c1=O	-9	-7	-12	2	-18	3	-7	6	-5	1	9
O=C(Cn1nnc(-c2ccccc2-n2cnnn2)n1)c1ccccc1	7	19	18	-2	-4	-17	8	4	-8	5	-2
CCCCSCCCNC(=O)c1cn(CC)c2ccc(S(=O)(=O)N3CCOCC3)cc2c1=O	2	-15	4	14	-1	4	5	-3	-7	5	17
Cc1cccc(OC(=O)c2ccc3nccnc3c2)c1	8	14	1	4	-50	-12	6	7	-5	6	-5
CN1C=CC=C/C1=C1\SC(=S)N(c2ccccc2)C1=O	8	-4	12	-22	-17	3	-14	-14	-18	-3	-11
CCNc1nc(NCC)nc(N/N=C/c2cc(OC)c(OC)c(OC)c2)n1	6	7	-4	-2	-7	4	4	2	-10	-4	-1
O=C(COC(=O)c1ccc(Cl)c(Cl)c1)Nc1cccnc1Cl	-19	-15	3	14	-2	-3	-4	12	0	-4	-6
COc1ccc(OCC(=O)NNC(=O)c2cccc(C)c2)cc1	14	23	6	3	10	-6	9	27	-1	-1	-3
COc1ccc(/C=C2\SC(=S)N(CCCC(=O)Nc3ccccc3C(=O)O)C2=O)cc1OC	-9	1	7	13	-5	7	-5	-25	50	3	-10
CC(C)CN(C(=O)C1CCCCC1)C1CCS(=O)(=O)C1 (stereo not drawn)	-11	-14	5	-22	4	-12	4	-48	10	11	-7
NS(=O)(=O)c1ccc(NC(=O)COC(=O)CSc2n[nH]c(-c3ccccc3)n2)cc1	6	0	-1	-12	15	10	2	9	-17	-10	10
CN1/C(=C/c2cc[n+](C)c3ccccc23)C=Cc2ccccc21	41	34	·	·	32	-31	47*	40	19	-12	19
Cc1ccc(S(=O)(=O)Nc2ccc3c(c2)C(=O)NC3=O)cc1[N+](=O)[O-]	4	0	-11	-19	-27	-20	-3	2	2	6	-15
CC(CNC(=O)c1ccccc1Cl)NC(=O)c1ccccc1Cl (stereo not drawn)	5	4	12	-3	7	2	·	8	-24	3	-2
CC(=O)c1sc(C(C)(C)C)cc1NC(=O)CCC(=O)O	3	1	-23	-3	-1	-4	-5	15	-21	8	8
Cc1ccccc1-n1ncc(C(C)NS(=O)(=O)c2ccccc2Cl)c1C (stereo not drawn)	-2	-10	4	-6	-3	13	-10	-9	-22	-7	9
CCOC(=O)N1CCN(C(=O)c2ccccc2N(Cc2ccccc2)S(=O)(=O)c2ccccc2)CC1	0	6	7	1	3	1	-14	2	-6	-2	-16
CN(CCCNC(=O)CSc1cc(=O)n(C)c2ccc(Cl)cc12)Cc1ccccc1	13	4	-29	-15	-7	-28	0	-13	-9	5	11
Cc1ccc(OC(=O)NC2CCS(=O)(=O)C2)cc1C (stereo not drawn)	6	-7	12	-18	-9	8	-8	1	9	4	3
COc1cc(/C=N/NC(=O)c2cccc(NC(=O)c3ccccc3Cl)c2)ccc1O	-1	10	-7	-23	13	12	0	3	-4	-3	-4
COCCNC(=O)c1ccc(C2SCC(=O)N2CCc2ccccc2)cc1 (stereo not drawn)	-1	8	2	1	-3	-39	7	-16	7	0	5
COc1cc(NC(=O)c2ccc(NS(=O)(=O)c3c(C)noc3C)cc2)cc(OC)c1	-9	-12	-9	16	-29	-4	3	18	-8	-1	-12
CC(C)Nc1nnc(SCC(=O)Nc2ccc(F)cc2)s1	-14	-16	2	-13	-7	4	-14	11	-16	5	5
CCSc1nc2ccccc2c(=O)n1-c1c(C)n(C)n(-c2ccccc2)c1=O	9	-14	-17	-9	-4	13	-3	4	-10	4	-3
Cc1ccn2c(C(=O)N/N=C\c3ccc4c(c3)OCO4)c(C)nc2c1	0	-25	0	-15	-2	-5	-8	5	-36	-9	-8
COc1ccc(NC(=O)C(C)N(c2ccc(C)cc2)S(C)(=O)=O)c(OC)c1 (stereo not drawn)	3	-2	-20	8	-14	-12	1	-15	-23	5	2
CCOc1ccccc1NC(=O)Cn1nnc(-c2ccc(OCC)c(OCC)c2)n1	15	-5	4	13	3	11	4	2	-13	-13	-42
CC(=O)Nc1ccc(NC(=O)Nc2cc(C)cc(C)c2)cc1	8	-9	3	-14	9	-2	0	0	-25	10	-6
O=C(CSc1nnc(Cn2c(=O)sc3ccccc32)n1-c1ccccc1)Nc1nccs1	17	-10	21	2	-11	1	8	15	-5	8	2
CCOC(=O)C1CCN(C(=O)c2ccc(NS(=O)(=O)c3ccc(F)cc3C)cc2)CC1	11	9	-20	12	-3	-2	10	9	0	-8	1
COc1cccc(N2CCN(S(=O)(=O)c3ccc4ccccc4c3)CC2)c1	31	-3	-6	-22	1	-1	-6	16	4	0	2
O=C(C1CC12CCCC2)N1CCC(CO)(Cc2ccccc2Cl)CC1 (stereo not drawn)	-1	-15	-5	18	21	15	4	6	14	-17	-10
O=C(c1cccs1)N1N=C(c2ccc(O)cc2)CC1c1ccccc1 (stereo not drawn)	10	33	-14	0	6	-31	-5	8	17	-4	-32
CCOc1cccc(/C=N/N2C(=O)CSC2=S)c1O	-22	-7	-1	-18	5	-17	0	5	-3	11	1
Cc1cccnc1NC(=S)NC(=O)c1cccs1	-72	9	-33	-78	-100	-25	-33	-99	-6	-1	69*
O=C(NCCCCc1ccccc1)c1cccc(NC(=O)C2CCCC2)c1	4	-1	-6	-3	-1	-18	1	-3	-12	3	11
O=C(Nc1ccc(S(=O)(=O)NCCc2ccccc2)cc1)c1ccc(Br)o1	7	20	3	-9	-5	12	3	14	19	7	1
CC(C)C[C@H]1CNC(=S)N1CC1CCCN1C[C@H](CC(C)C)N1C[C@H](CC(C)C)N(CCc2ccccc2)C1=S (stereo partly drawn)	-6	7	8	-25	-2	-5	2	-13	-3	1	1
Cc1ccc(NC(=O)c2ccc(Cl)cc2Cl)cc1O	-102	1	-26	-24	-109	-17	3	-109	-39	10	17
Cc1cc(NC(=O)CSC2=Nc3ccccc3C3=NC(Cc4ccccc4)C(=O)N23)n[nH]1 (stereo not drawn)	16	11	5	-8	-18	16	-9	8	-14	-10	-5
COc1ccccc1CC(=O)Nc1ccc(NC(=O)c2cccs2)cc1	-17	-24	-15	11	-8	9	-31	-5	-13	1	-26
CCOC(=O)C(C)N1C(=O)S/C(=C\c2ccc(-c3ccccc3C(=O)O)o2)C1=O (stereo not drawn)	-11	8	3	1	-3	-3	-1	-5	0	-4	9
Cc1cccc(N2CC(C(=O)Nc3ccccc3N3CCOCC3)CC2=O)c1C (stereo not drawn)	-2	12	5	4	-15	-29	-4	9	9	9	-11
Cc1ccccc1CS(=O)(=O)Cc1ccc(C(=O)NCC2CCCO2)o1 (stereo not drawn)	-6	9	-6	-4	-15	6	2	6	0	6	-2
CCc1ccccc1NCC(=O)Nc1ccc(Cl)c(C(F)(F)F)c1	2	24	2	4	5	1	-2	18	47	15	-3
Cn1c(C(=O)NCCCN2CCCC2=O)cc2c(=O)n(C)c3ccccc3c21	1	-5	-38	-31	-14	-21	-6	9	-17	11	9
O=C(NCCN1CCOCC1)c1ccc(CS(=O)(=O)c2ccc(Br)cc2)o1	1	-12	1	-17	3	7	-2	-3	-10	-16	-24
Cc1cc(NC(=O)CSc2nnc(-c3cccnc3)n2N)no1	13	-8	15	-21	-2	8	3	10	2	0	5
O=C(c1cccnc1)N1CCN(Cc2cccc(F)c2)CC1	0	5	-1	-16	-5	2	-1	2	9	1	2
NC(=O)NC(=O)COC(=O)c1cccc(S(=O)(=O)N2CCCCCC2)c1	4	4	8	-9	-29	-10	-2	11	8	-4	2
O=[N+]([O-])c1ccccc1-c1cc(-c2cc(Cl)ccc2O)n[nH]1	-16	35	10	-25	-20	-14	-24	-11	1	2	14
N#CC1=C2SCN(Cc3ccccc3)CN2C(=O)CC1c1ccc2c(c1)OCO2 (stereo not drawn)	28	0	-2	-4	-24	-2	-5	-2	6	8	4
O=C(Nc1nc2ccc(S(=O)(=O)N3CCCCC3)cc2s1)c1ccncc1	-30	5	-7	0	-4	12	8	1	1	-5	0
CC(C)(C)c1[nH]nc2c1C(c1ccoc1)C(C#N)=C(N)O2 (stereo not drawn)	-3	-12	2	-17	0	6	4	-1	2	-4	-10
COc1ccc(N2CCN(S(=O)(=O)CCNC(=O)c3ccco3)CC2)cc1	8	2	-3	22	-2	11	3	-4	-5	4	6
O=C(Nc1ccccc1)c1ccc(=O)n(Cc2cccc(Cl)c2)c1	3	6	13	-14	17	-30	2	15	-26	7	23

Three of the entries above in order of their number in SRC1 inh, lowest first.
smiles	LRH-1 inv ag	TWEAK Fn14 block	NR2F2 inh	NCOA2 inhibitor	SRC1 inh	CF NFkB inh	EBV LMP1 NFkB	NCOA3 inh
COc1ccccc1CC(=O)Nc1ccc(NC(=O)c2cccs2)cc1	-17	-24	-15	11	-8	9	-31	-5
O=C(c1cccnc1)N1CCN(Cc2cccc(F)c2)CC1	0	5	-1	-16	-5	2	-1	2
COc1ccc(N2CCN(S(=O)(=O)CCNC(=O)c3ccco3)CC2)cc1	8	2	-3	22	-2	11	3	-4

Following part
SMILES	LRH-1 inv ag	TWEAK Fn14 block	NR2F2 inh	NCOA2 inhibitor	SRC1 inh	CF NFkB inh	EBV LMP1 NFkB	NCOA3 inh	TROY signal inh	KKLEB cytotox	TRAIL sens C8
O=C1c2ccc3c4c(ccc(c24)C(=O)N1c1cccc(O)c1)CC3	2	-72	24	6	-31	-148	-1	-15	-46	4	1
Cc1cc(C)n(CC(=O)NNC(=O)c2ccc(NC(=O)CC#N)cc2)n1	24	7	-5	-20	-7	6	-8	-7	6	4	-6
Cc1ccc(SCC(=O)NCC2CCCO2)cc1 (stereo not drawn)	-6	-10	-4	-11	-11	14	-2	14	-13	11	0
Cc1ccnc(NS(=O)(=O)c2ccc(NC(=O)C(C)(C)C)cc2)n1	8	-7	13	2	-1	-6	2	7	18	-4	-8
O=[N+]([O-])c1ccc(Cl)c(S(=O)(=O)n2ccnc2)c1	14	3	0	1	8	0	-2	-12	2	3	7
O=C(c1cn(-c2ccccc2)nc1-c1ccccc1)N1CCN(c2ccccn2)CC1	3	-9	2	-43	-4	5	-13	13	-23	-5	-6
CCN(CC(=O)Nc1cc(Cl)ccc1C)C(=O)Cc1sc(C)nc1-c1ccc(F)cc1	-15	-6	20	13	-4	28	-5	4	6	-22	3
